GSTO1 counter = inhibitors of recombinant GSTO1, primary screen, counter-screen for RBBP9 inhibitor project, biochemical, fluorescence polarization; activity-based probe fluorescence polarization; Glutathione S-transferase omega-1 (Homo sapiens), P78417; hit rate 1.1% among 300,000; AID 1974, 2009; inhibition, % at 5.96 µM;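 active means inhibition above the campaign mean inhibition plus 3 SD, cut at about 35% in these data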;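 further: 0% = GSTO1-1 with DMSO and 100% = wells lacking GSTO1-1 enzyme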
Target sequence (P78417 whole entry, looked up): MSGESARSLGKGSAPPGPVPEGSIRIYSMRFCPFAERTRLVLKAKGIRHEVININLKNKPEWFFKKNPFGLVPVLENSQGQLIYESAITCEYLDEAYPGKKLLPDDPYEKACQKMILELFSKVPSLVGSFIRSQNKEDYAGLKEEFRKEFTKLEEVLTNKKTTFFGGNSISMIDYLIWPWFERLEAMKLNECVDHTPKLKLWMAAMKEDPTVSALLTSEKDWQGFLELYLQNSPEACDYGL
PAD4 FP inh = human PAD4 inhibitors, primary screen, biochemical, fluorescence polarization, 1536-well format | hit rate 0.41% among 330,000 | AID 485272, 2010 | Protein-arginine deiminase type-4 (Homo sapiens), Q9UM07 | inhibition, % at 6.36 µM | recombinant PAD4, RCA probe fluorescence polarization;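 active means percent inhibition above a cutoff equal to the mean of all tested compounds plus 3 SD, cut at about 15% in these data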;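 further: 0% = PAD4 with RCA probe and DMSO and 100% = probe without PAD4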
Target sequence (Q9UM07 whole entry, looked up): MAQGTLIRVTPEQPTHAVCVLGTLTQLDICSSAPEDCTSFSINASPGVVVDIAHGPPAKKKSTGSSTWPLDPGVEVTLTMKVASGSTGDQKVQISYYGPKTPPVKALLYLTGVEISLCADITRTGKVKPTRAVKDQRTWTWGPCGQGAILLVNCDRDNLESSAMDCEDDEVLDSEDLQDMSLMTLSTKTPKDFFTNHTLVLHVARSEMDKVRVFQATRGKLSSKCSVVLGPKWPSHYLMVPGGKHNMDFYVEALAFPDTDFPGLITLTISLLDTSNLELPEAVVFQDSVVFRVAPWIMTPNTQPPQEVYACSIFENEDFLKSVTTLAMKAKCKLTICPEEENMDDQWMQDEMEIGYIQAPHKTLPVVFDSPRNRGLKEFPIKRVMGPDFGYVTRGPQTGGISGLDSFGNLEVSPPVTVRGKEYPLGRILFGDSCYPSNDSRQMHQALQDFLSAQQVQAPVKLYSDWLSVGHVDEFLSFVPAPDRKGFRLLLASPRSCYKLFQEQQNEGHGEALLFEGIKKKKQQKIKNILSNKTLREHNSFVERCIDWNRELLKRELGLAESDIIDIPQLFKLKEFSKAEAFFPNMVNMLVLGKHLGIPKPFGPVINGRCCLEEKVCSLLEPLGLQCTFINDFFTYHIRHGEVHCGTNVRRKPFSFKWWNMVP
PREPL inh = PREPL enzyme inhibitors, primary screen, biochemical, fluorescence polarization. Prolyl endopeptidase-like (Homo sapiens), Q4J6C6. recombinant PREPL, fluorescence polarization activity-based probe. inhibition, % at 5.96 µM. hit rate 0.68% among 320,000; in the data active means inhibition above about 43%;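 further: 0% = enzyme with DMSO and 100% = wells lacking enzyme; many of its hits are not listed in these tables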
LYPLA2 inh = LYPLA2 inhibitors, primary screen, counter-screen for PME1 inhibitor project, biochemical, fluorescence polarization, FP-Rh probe ABPP; Acyl-protein thioesterase 2 (Homo sapiens), O95372; recombinant LYPLA2; inhibition, % at 5.9 µM; hit rate 0.38% among 320,000; AID 2177, 2009;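 active means inhibition above the screen-wide mean plus 3 SD, limit set per campaign, cut at about 26% in these data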;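 further: 0% = LYPLA2 with DMSO and 100% = wells lacking LYPLA2 enzyme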
PAFAH1B2 FP inh = PAFAH1B2 enzyme inhibitors, primary screen, biochemical, fluorescence polarization, human | recombinant PAFAH1B2, FP-rhodamine activity probe | Platelet-activating factor acetylhydrolase IB subunit alpha2 (Homo sapiens), P68402 | hit rate 1.2% among 340,000 | inhibition, % at 3.39 µM;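 active means inhibition above the mean of all tested compounds plus 3 SD, cut at about 24% in these data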;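 further: 0% = enzyme with DMSO and 100% = wells lacking PAFAH1B2; many of its hits are not listed in these tables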
pPAFAH inh = pPAFAH enzyme inhibitors, primary screen, biochemical, fluorescence polarization, human; recombinant pPAFAH, FP-rhodamine probe fluorescence polarization; hit rate 1.5% among 330,000; Platelet-activating factor acetylhydrolase (Homo sapiens), Q13093; inhibition, % at 3.39 µM;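 active means inhibition above the mean inhibition across the screen plus 3 SD, cut at about 25% in these data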;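 further: inhibitors block binding of the rhodamine activity-based probe so polarization drops; 0% = enzyme with DMSO and 100% = wells lacking pPAFAH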
PAFAH2 FP inh = PAFAH2 enzyme inhibitors, primary screen, biochemical, fluorescence polarization, human; recombinant PAFAH2, FP-rhodamine activity probe; inhibition, % at 3.39 µM; hit rate 0.99% among 340,000; AID 492956, 2010;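 active means inhibition above the mean over all tested compounds plus 3 SD, cut at about 30% in these data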;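 further: inhibitors block probe labeling of enzyme so polarization drops; 0% = enzyme with DMSO and 100% = wells lacking PAFAH2 protein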
PAFAH1B3 FP inh = PAFAH1B3 enzyme inhibitors, primary screen, biochemical, fluorescence polarization, human. AID 492972, 2010. Platelet-activating factor acetylhydrolase IB subunit alpha1 (Homo sapiens), Q15102. inhibition, % at 3.39 µM. recombinant PAFAH1B3, FP-rhodamine probe. hit rate 0.28% among 340,000;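 active means inhibition above the screen-wide average of all tested compounds plus 3 SD, cut at about 25% in these data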;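 further: 0% = enzyme with DMSO only and 100% = wells lacking PAFAH1B3 protein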
LYPLA1 inh = LYPLA1 inhibitors, primary screen, counter-screen for PME1 inhibitor project, biochemical, fluorescence polarization, FP-Rh probe ABPP; inhibition, % at 5.9 µM; recombinant LYPLA1; Acyl-protein thioesterase 1 (Homo sapiens), O75608; AID 2174, 2009; hit rate 0.16% among 320,000;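 active means inhibition above the mean of all tested compounds plus 3 SD, set per campaign, cut at about 14% in these data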;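 further: inhibitors block serine hydrolase probe labeling of LYPLA1 so polarization falls; 0% = enzyme with DMSO and 100% = wells lacking LYPLA1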
* hit, by the source's call; . = not tested or not shown. A portion of the library, so the mix of outcomes need not match the whole.

SMILES	GSTO1 counter	PAD4 FP inh	PREPL inh	LYPLA2 inh	PAFAH1B2 FP inh	pPAFAH inh	PAFAH2 FP inh	PAFAH1B3 FP inh	LYPLA1 inh
CN(Cc1ccncn1)C(=O)C1CCC(=O)N(Cc2cccc(C(F)(F)F)c2)C1 (configuration not stated)	2	2	2	-3	5	1	-1	1	1
O=C(NC1CCCCC1)C(c1cccs1)N(Cc1cccs1)C(=O)c1cccs1 (configuration not stated)	-1	-2	11	-5	-4	-3	-7	-10	-3
COc1ccc(N=C(C)c2sc3ccccc3c2O)cc1	3	6	7	-2	3	2	-5	1	1
CN1CCN(C(=O)C2=C[C@@H](c3coc4ccccc4c3=O)C[C@@H](OCc3ccc(CO)cc3)O2)CC1	-1	3	39	-7	9	4	-5	3	-1
O=C(C1CCN(S(=O)(=O)c2cccc3cccnc23)CC1)N1CCN(c2ccccn2)CC1	3	-2	8	-2	-2	-2	-7	9	-2
CCN(Cc1ccccc1)C(=O)Cn1c(=O)oc2ccccc21	2	-3	-1	-4	3	-1	2	2	-1
COc1ccc(CNc2ncnc(N)n2)cc1	9	4	4	2	3	3	1	8	2
N#CC(C(=O)Nc1cccc(Cl)c1)=C1Nc2ccccc2N1	8	-5	14	3	0	2	2	7	1
CCOC(=O)Cc1csc(SCC(=O)NC(C)C23CC4CC(CC(C4)C2)C3)n1 (configuration not stated)	8	-2	10	4	12	6	16	3	-3
COc1cc(CNC(C)(C)CO)ccc1OCC(=O)NC(C)(C)C	-4	-3	-6	12	-1	-1	1	1	2
COc1ccc(S(=O)(=O)N(CC(=O)N2CCN(c3ccccc3)CC2)c2ccccc2)cc1	2	-1	-4	4	2	0	2	6	2
CC(C)N(C(=O)Nc1ccc2nccnc2c1)C(C)C	11	-21	20	-2	5	2	-1	9	5
CCN(Cc1ccncc1)C(=O)Cc1cccs1	3	0	7	8	-2	-2	6	1	2
CS(=O)(=O)N(CC(=O)NCCc1ccccc1)C1CCCCC1	0	1	13	-1	5	-4	-5	7	1
COCCN1Cc2cccc(C(=O)Nc3cc(C)cc(C)c3)c2C1=O	-8	0	-4	5	-1	0	9	6	1
Cc1cn2c(=O)c(C(=O)N3CCN(c4ccccc4Cl)CC3)cnc2s1	7	-3	-6	-2	0	-1	3	-5	-2
COc1cc(CC(=O)NCc2ccco2)cc(OC)c1OC	-6	-3	6	3	2	3	-3	10	0
Cc1ccc(S(=O)(=O)Nc2ccccc2N2CCOCC2)cc1	6	-1	11	2	4	7	5	5	2
CC(C)CC(CCc1ccccc1)OS(N)(=O)=O (configuration not stated)	1	-3	-16	-7	5	-1	11	3	-4
CCN(CC)c1ccc(NC(=O)CN2CCN(CC(=O)Nc3ccccc3F)CC2)cc1	9	-3	4	-5	-3	6	-4	3	-4
CC(C)(C)c1cc(C(=O)N/N=C/c2ccccn2)n[nH]1	11	2	3	-3	4	2	7	9	0
O=C(COC(=O)c1ccc2ncsc2c1)NCc1ccccc1Cl	.	0	5	.	8	0	84*	3	.
O=C(N/N=C/c1ccc(N2CCOCC2)cc1)c1ccc(NS(=O)(=O)c2cccs2)cc1	-9	-6	5	-6	0	7	0	2	-1
O=C(O)/C=C/c1ccc(S(=O)(=O)NCc2cccnc2)cc1	-3	-6	-14	-1	0	2	-1	-2	2
NC(N)=Nc1nc(-c2ccccc2)c2cc(F)ccc2n1	-4	-1	-2	-3	2	-1	-2	8	-1
Cc1ccc(C(C)C)c(OCC(=O)Nc2ccc(Cl)cn2)c1	-4	2	-4	-1	4	2	-5	14	-3
CCOc1cccc(C2C(C(=O)c3ccc(C)o3)=C(O)C(=O)N2c2nccs2)c1 (configuration not stated)	-6	-26	-4	-13	-2	7	7	1	-3
Cc1nnc(NC(=O)NCN2C(=O)C3C4C=CC(C4)C3C2=O)s1 (configuration not stated)	3	-1	0	0	-2	7	-2	0	1
COC(=O)c1ccc(OC(=O)N2CCOCC2)cc1	0	5	2	5	4	21	11	-2	5
CN(C)S(=O)(=O)c1ccc(N2CCN(S(=O)(=O)c3ccc(F)cc3)CC2)c(Cl)c1	6	0	-12	2	0	2	-2	20	-2
O=C(c1ccc(Br)cc1)c1cc2ccc(O)cc2oc1=O	0	-5	14	1	4	5	3	3	-6
C[C@H](CO)N1C[C@H](C)[C@@H](CN(C)C(=O)Nc2ccc3c(c2)OCO3)Oc2c(NC(=O)C3CC3)cccc2C1=O	.	-8	16	.	-3	-7	0	9	.
CC1CN(c2nc(-c3ccccc3)nnc2-c2ccccc2)CC(C)O1 (configuration not stated)	-3	-2	-5	5	-1	5	9	6	-1
Cc1ccc(CS(=O)(=O)CCC(=O)NCc2ccccc2Cl)cc1	4	-2	-23	7	8	29*	-6	6	-4
O=S(=O)(Nc1ncccc1O)c1ccc(Cl)cc1	2	0	14	-1	11	7	-7	-1	-3
Cc1ccc(OCCn2cnc(Cl)c2Cl)cc1	-1	0	-26	1	1	1	8	6	0
O=C(OCc1ccc(F)cc1)c1cccnc1Cl	7	1	2	5	4	0	2	7	2
C#CCn1c(=NC(=O)c2ccc(Br)s2)sc2cc(NC(C)=O)ccc21	1	-3	-2	1	9	0	-13	-2	3
CCn1nc(C)c(Br)c1-c1nc(-c2cccc(C)c2)no1	-6	-1	13	2	.	0	.	.	-3
Clc1ccccc1Cc1noc(CN2CCN(c3cnccn3)CC2)n1	4	4	13	-1	7	2	-4	-4	2
O=C(NCc1ccccc1F)c1ccc2c(c1)OCO2	5	0	5	4	2	3	3	3	-2
COc1ccc(-n2c(SCC(=O)Nc3ccc(Cl)cc3)nc(O)c(Cc3ccccc3)c2=O)cc1	-18	-4	3	2	-1	11	1	3	-3
Cc1cc(OCCN2CCCC2)cc(C(C)C)c1	-4	0	4	-5	2	10	-1	4	3
COc1ccc(NC(=O)CC2C(=O)N(c3ccc(OC)cc3)C(=O)N2Cc2ccc(OC)c(OC)c2)cc1 (configuration not stated)	19	2	11	0	5	3	6	4	0
CCCc1cc(=O)oc2cc(C)cc(OC(=O)c3ccco3)c12	-3	3	16	2	3	5	-4	8	0
O=S(Cc1cc(Sc2ccccc2)nc(-c2ccccc2)n1)c1ccccc1 (configuration not stated)	8	2	-3	2	2	-1	1	4	-1
O=C(NCCc1ccncc1)Nc1ccc(Cl)cc1	-3	2	5	3	-1	7	0	4	3
COc1ccc(C(C(=O)NCc2ccccc2)N(C(=O)c2snc(C(N)=O)c2N)C2CCCC2)cc1O (configuration not stated)	-7	5	3	6	0	3	2	7	2
CC(C)CCNC(=O)c1ccccc1SCC(=O)NC1CCCCCCC1	.	0	11	-1	9	-1	29	-1	-2
O=C(COC(=O)c1ccc(F)cc1)NCCc1ccc(F)cc1	3	-13	-7	0	2	10	36*	1	2
CC(NC(=O)c1ccccc1[N+](=O)[O-])C1CC2CCC1C2 (configuration not stated)	4	-7	-1	5	-1	5	7	6	4
CCC(c1nnnn1Cc1ccco1)N1CCN(c2cc(Cl)ccc2C)CC1 (configuration not stated)	-4	1	28	-6	5	2	-10	2	-1
Cc1ccc(NC(=O)COc2ccc3c(c2)OCO3)c(C)c1	.	-4	7	-2	0	3	3	1	-2
Cc1[nH]c2ccccc2c1SCC(=O)N1CCC(C)CC1	3	1	11	4	6	5	13	2	1
CCCc1cc(=O)n2[nH]c(C)c(-c3ccc(Cl)cc3)c2n1	-6	3	5	1	-2	6	4	4	3
CCOC(=O)c1cc(-c2ccc(OC)cc2)nc2c1c(C)nn2CCC(N)=S	-11	-3	-1	-15	0	6	0	-6	-11
COc1ccccc1-c1cc(C(=O)Nc2sc3c(c2C#N)CCC(C)C3)c2ccccc2n1 (configuration not stated)	1	-4	-3	-4	1	-3	-17	-2	-2
Nc1cc(=O)[nH]c(SCC(=O)Nc2cc(S(=O)(=O)N3CCOCC3)ccc2Cl)n1	-3	1	7	5	-3	-1	-7	4	3
CCCCOC(=O)c1ccc(NC(=O)/C=C/c2cccs2)cc1	-24	2	-8	-56	-12	-24	-39	-23	-28
Cc1sc(NC(=O)C2CC(Cl)=CCC2C(=O)O)c(C#N)c1C (configuration not stated)	-5	-6	3	-10	4	-2	-1	3	-2
O=C(NC(=S)Nc1ncc(Br)cc1Br)c1cncc(Br)c1	0	-3	10	2	0	-8	-8	-1	-2

Source: PubChem BioAssay (The Scripps Research Institute Molecular Screening Center)
